Assay outcomes (PubChem)
Bcl-W Bim block = human Bim-Bcl-W interaction inhibition; inhibition, % at 10 µM; 190,000 tested, 0.02% active; bead-based flow cytometry, Bim peptide-Bcl-W binding;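 also: 0% = bound tracer without compound and 100% = peptide blocker; higher means less fluorescent Bim peptide bound to Bcl-W beads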
Bim-Bcl-2 = disrupts Bim peptide binding to human Bcl-2; P10415; AID 950; inhibition, % at 10 µM; 190,000 tested, 0.06% active; Bead-based flow cytometry, Bim peptide-Bcl-2 binding; in the data active = inhibition above about 40%;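 also: 0% = no compound wells with probe peptide and 100% = reference peptide inhibitor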
ABCG2 inh = inhibitors of human ABCG2 transporter, ABCB1 counter-screen; IgMXP3 cells, JC-1 efflux, flow cytometry; inhibition, % at 6.6 µM; 190,000 tested, 0.1% active;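 active = inhibition above 80%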;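 also: 0% = DMSO and 100% = nicardipine control wells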
Target sequence (Q9UNQ0 whole entry, looked up): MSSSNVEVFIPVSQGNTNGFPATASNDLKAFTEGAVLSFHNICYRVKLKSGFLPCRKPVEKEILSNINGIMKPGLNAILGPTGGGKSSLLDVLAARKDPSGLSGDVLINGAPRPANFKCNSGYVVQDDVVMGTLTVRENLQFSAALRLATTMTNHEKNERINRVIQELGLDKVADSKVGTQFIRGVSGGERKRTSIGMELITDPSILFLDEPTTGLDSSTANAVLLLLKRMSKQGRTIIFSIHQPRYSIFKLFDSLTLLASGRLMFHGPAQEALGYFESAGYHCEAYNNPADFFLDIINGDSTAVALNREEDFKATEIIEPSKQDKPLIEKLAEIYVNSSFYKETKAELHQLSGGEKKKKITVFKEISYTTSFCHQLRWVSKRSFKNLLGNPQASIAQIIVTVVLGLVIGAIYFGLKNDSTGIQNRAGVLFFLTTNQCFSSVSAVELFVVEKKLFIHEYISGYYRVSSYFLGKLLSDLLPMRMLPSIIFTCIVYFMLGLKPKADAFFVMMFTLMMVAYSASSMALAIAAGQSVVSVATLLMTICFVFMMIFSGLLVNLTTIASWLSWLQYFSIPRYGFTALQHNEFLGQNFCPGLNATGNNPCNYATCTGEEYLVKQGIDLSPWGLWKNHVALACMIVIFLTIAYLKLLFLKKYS
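test system = two drug-resistant human cell lines, ABCG2 and ABCB1 | amount = 3 million cells/mL final, two lines in 1:1 ratio | reagent = JC-1 transporter substrate | doses = one concentration, 6.6 µM final | incubation = 10 min at 25 °C | signal = flow cytometric JC-1 green MFI at 530 nm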
Mcl-1 Bim block = disrupts Bim peptide binding to human Mcl-1; Q07820; Bead-based flow cytometry, Bim peptide-Mcl-1 binding; inhibition, % at 10 µM; 190,000 tested, 0.1% active; AID 1009;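 also: 0% = no compound tracer wells and 100% = peptide blocker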
Bim-Bcl-B = inhibitors of Bim-Bcl-B interaction, human. 190,000 tested, 0.073% active. inhibition, % at 10 µM. AID 951. bead-based flow cytometry, Bim peptide-Bcl-B binding;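 also: 0% = tracer peptide without compound and 100% = reference inhibitor peptide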
Bim-Bcl-XL = human Bim-Bcl-XL interaction inhibition. Q07817. AID 1007. Bim peptide-Bcl-XL binding, bead flow cytometry, fluorescence. 190,000 tested, 0.04% active. inhibition, % at 10 µM
RGS4-Gao reg = human RGS4-Galphao interaction regulation. Multiplexed bead flow cytometry, RGS4-Galphao binding; actives lie on both sides. 220,000 tested, 0.33% active. binding response (% of control), % at 10 µM. AID 1415. P09471; in the data active = binding response below about 49% or above about 150%; inactive = in between;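 also: fluorescent Galphao activated with aluminum fluoride binding bead-coupled RGS4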
Target sequence (P09471 whole entry, looked up): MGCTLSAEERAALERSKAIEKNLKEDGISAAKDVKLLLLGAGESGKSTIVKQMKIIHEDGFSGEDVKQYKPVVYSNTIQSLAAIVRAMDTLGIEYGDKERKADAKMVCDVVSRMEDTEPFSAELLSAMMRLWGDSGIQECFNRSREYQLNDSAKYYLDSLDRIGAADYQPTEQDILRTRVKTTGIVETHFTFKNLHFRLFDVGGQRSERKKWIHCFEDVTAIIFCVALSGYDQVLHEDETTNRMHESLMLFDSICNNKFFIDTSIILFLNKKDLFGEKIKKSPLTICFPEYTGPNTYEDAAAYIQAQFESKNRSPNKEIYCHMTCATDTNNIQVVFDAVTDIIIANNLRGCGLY
RGS7-Gao = human RGS7-Galphao interaction regulation | binding response (% of control), % at 10 µM | 220,000 tested, 0.35% active | Multiplexed bead flow cytometry, RGS7-Galphao binding; actives lie on both sides | P09471; in the data active = binding response below about 49% or above about 150%;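 also: fluorescent Galphao held in activated GDP-AlF4 state binding bead-coupled RGS7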
RGS8-Gao = human RGS8-Galphao interaction regulation; P09471; multiplexed bead flow cytometry, RGS8-Galphao binding; actives lie on both sides; response (percent of control binding), % at 10 µM; 220,000 tested, 0.34% active; AID 1423; in the data active = response below about 60% or above about 140%; inactive = in between;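 also: Galphao activated as the GDP aluminium fluoride complex binding bead-coupled RGS8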
ABCB1 inh = blocks JC-1 efflux by human ABCB1 transporter. P08183. CCRF-Adr cells, flow cytometry. inhibition, % at 6.6 µM. 190,000 tested, 0.067% active. AID 1326; in the data active = inhibition above about 40%;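 also: 0% = vehicle and 100% = reference inhibitor; higher value means more JC-1 retained so stronger ABCB1 efflux block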
Bim-Bfl-1 = inhibitors of Bim-Bfl-1 interaction, human; Q16548; Bead-based flow cytometry, Bim-Bfl-1 binding inhibition; inhibition, % at 10 µM; 190,000 tested, 0.12% active; AID 1008;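 also: 0% = wells without compound plus tracer and 100% = blocker peptide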
* marks the source's active call; other numbers are inactive results; · = no result given. Rule as the data show it, unless noted: active = inhibition above about 40%.

SMILES	Bcl-W Bim block	Bim-Bcl-2	ABCG2 inh	Mcl-1 Bim block	Bim-Bcl-B	Bim-Bcl-XL	RGS4-Gao reg	RGS7-Gao	RGS8-Gao	ABCB1 inh	Bim-Bfl-1
CC(C)C(NS(=O)(=O)c1cccs1)C(=O)NCc1ccc2c(c1)OCO2 (stereo not drawn)	0	-9	-3	-4	-8	-3	100	101	100	-1.5	-8
Cc1ccc(C2=NNC(c3cccc(F)c3)S2)cc1 (stereo not drawn)	0	-4	-1	0	-5	1	100	103	97	-0.3	-2
COC(=O)[C@@]1(Cc2ccc(F)cc2)[C@H]2c3cc(C(=O)N4CCCC4)n(CCO)c3C[C@H]2CN1C(=O)c1ccccc1	-1	0	8	-2	-2	-3	90	94	84	3.4	0
Cc1ccc(CNC(=O)COC(=O)c2ccc(S(=O)(=O)N3CCCC3)cc2)cc1	7	-4	1	1	-5	0	100	105	102	0.3	-8
OCCC1CN(Cc2ccc(Oc3ncccn3)cc2)CCN1CCc1ccccc1 (stereo not drawn)	-3	-1	0	0	-3	-3	99	98	101	0.0	-4
Cc1ccccc1CSCC(=O)N/N=C/c1cccs1	0	-2	6	0	1	3	98	99	99	1.0	0
CCn1c(CNC(C)=O)nnc1SCC(=O)c1ccc(Br)cc1	-6	-11	13	-9	-9	-13	101	102	99	0.0	-9
CC(C)N(Cc1nc(-c2ccccc2)no1)C(=O)c1ccc(Cl)cc1	-3	-6	1	-3	-3	-3	94	96	98	-0.6	-5
CCOC(=O)C(C)Oc1ccc2c(-c3cccc([N+](=O)[O-])c3)cc(=O)oc2c1 (stereo not drawn)	0	-10	61	-5	-9	-9	99	96	96	2.0	-6
COC(=O)N/N=C(\C)c1ccc(-n2ccnc2)cc1	-1	-3	3	-2	-3	-3	102	102	101	0.5	-7
CCOC(=O)c1sc(-c2cccc([N+](=O)[O-])c2)cc1N	-1	-6	50	0	-4	0	91	97	95	0.6	-1
CC(C)OP(=O)(OC(C)C)C(O)c1ccc2c(c1)OCO2 (stereo not drawn)	-3	0	3	-3	-5	-5	101	103	86	0.7	0
Nc1c(-c2ccc(Cl)cc2)cnc2ncnn12	-3	-1	2	-4	-3	0	100	98	101	0.3	-1
Cc1ccc(S(=O)(=O)Oc2ccc(/C=C3/N=C(c4ccccc4)OC3=O)cc2)cc1	-2	-1	-1	-5	-9	-6	99	99	103	-0.2	1
CC(C)C(c1nnnn1Cc1cccs1)N1CCN(C2CCCC2)CC1 (stereo not drawn)	0	-11	-2	-1	-8	-6	100	100	98	0.2	-14
CC1CCCCN1C(=O)CSc1nnc(CSc2ncccn2)n1C (stereo not drawn)	-2	-1	-4	-3	0	0	97	98	99	-6.5	-4
Cc1ccc(S(=O)(=O)Nc2cc(-c3nn(C)c(=O)c4ccccc34)ccc2N2CCOCC2)cc1	1	-7	5	-1	-13	-3	102	101	100	8.0	-9
O=C(O)c1ccccc1-c1ccccc1C(=O)NNc1ccccc1	-3	-3	0	0	1	-5	89	68	97	0.7	-1
COC(=O)c1cc(NC(=O)c2c(Cl)nc3sccn23)cc(C(=O)OC)c1	3	-5	5	2	0	-1	107	107	103	0.3	-6
CCCc1cc(=O)[nH]c(SCCOc2ccc(OCC)cc2)n1	0	-12	2	0	-5	-7	101	103	101	0.2	-11
O=C(O)c1ccc(Cl)cc1NC(=O)C1CCCO1 (stereo not drawn)	-2	-9	3	-2	-15	-9	101	97	98	0.4	-16
CNC(=S)NNC(=O)Cc1ccccc1	-3	5	1	3	0	4	97	98	92	-0.1	1
CCC(=O)Nc1nnc(SCc2ccc(F)cc2)s1	-4	0	2	-5	-9	-11	92	95	101	0.2	-3
CCCn1nc(C(=O)OCC(=O)c2ccc3c(c2)NC(=O)CO3)c2ccccc2c1=O	-6	-14	3	-5	-14	-12	·	·	·	0.6	-2
Cc1ccc(CN2CCN(/N=C/c3ccc(C(=O)O)cc3)CC2)cc1	0	0	12	0	-3	0	100	98	100	1.8	0
CC(NC(=O)CNC(=O)C1O[C@@H]2OC(C)(C)O[C@@H]2[C@H]2OC(C)(C)O[C@@H]12)C(=O)O (stereo partly drawn)	-3	-2	2	-30	-4	-4	106	111	104	0.1	-5
CCOC(=O)/C(C#N)=C1/C=CN(c2ccccc2)C=N1	0	-1	4	0	0	0	100	100	104	0.5	-3
O=C(NCCCn1ccnc1)C1CC2CCC1C2 (stereo not drawn)	-3	-1	3	-1	-3	-1	68	77	76	0.3	-2
CC(C)NC(=O)c1ccccc1NC(=O)/C=C/c1cccc([N+](=O)[O-])c1	-3	-2	17	-6	-6	-4	102	103	103	1.4	-3
Cc1ccc(-c2cc(C(=O)N/N=C/c3c(C)nn(-c4ccccc4)c3C)[nH]n2)cc1	3	3	-2	0	2	7	100	96	103	-0.2	2
CCOc1ccc(OCCN2C(=O)NC(Cc3c[nH]c4ccccc34)C2=O)cc1 (stereo not drawn)	0	-1	1	-2	0	1	109	111	106	0.3	-2
CCN1CCN(C(c2ccccc2)c2nnnn2Cc2ccc(OC)cc2)CC1 (stereo not drawn)	1	-1	0	-1	-8	1	99	94	102	-0.7	-3
Cc1ccc(C)n1/N=C1/NC(=O)CS1	3	-3	-2	1	2	-3	92	78	88	-0.2	-14
O=C(Nc1ccc2c(c1)OCCO2)NC12CC3CC(CC(C3)C1)C2	-1	3	22	-3	0	-3	102	100	101	0.1	0
Cc1[nH]nc(SCC(=O)NCC(C)C)c1[N+](=O)[O-]	-1	-6	3	0	-6	-4	102	104	100	0.7	-3
CCCCc1ccc(-c2nc(NC(=O)C3C4CCC(O4)C3C(=O)O)sc2C)cc1 (stereo not drawn)	0	-1	0	-3	-8	-6	104	100	103	0.1	-14
CCN1CCCC1CNC(=O)Cn1cc2c(n1)CCC(C)C2 (stereo not drawn)	2	-6	0	0	-2	-3	74	70	81	0.6	-7
CCC1CCCCN1C(=O)COC(=O)c1cc2ccccc2cc1O (stereo not drawn)	4	-9	5	-1	-10	-10	96	97	98	0.8	-11
CC1=CC(C)(C)N(C(=O)CN2C(=O)CCC2=O)c2ccccc21	-2	-3	0	-5	-9	-3	104	100	106	0.0	-10
O=C(O)c1cccc(N2C(=O)C3C4C=CC(C4=C(c4ccccc4)c4ccccc4)C3C2=O)c1 (stereo not drawn)	-1	0	0	0	2	-2	95	94	93	0.4	0
O=C1CSC(=S)N1N1C(=O)c2cccc([N+](=O)[O-])c2C1=O	1	1	-1	0	-4	-4	102	97	101	-0.3	-2
CCN=c1sc(C(=O)OC)cc(=O)n1CC	-1	-3	0	-5	0	-1	101	102	100	-0.1	-3
COc1ccccc1N(CN1C(=O)c2ccccc2C1=O)C(=O)c1cccc(C)c1	-4	-7	6	0	-6	-5	100	101	99	2.2	-7
CCC(=S)/C=C1\Sc2ccc3ccccc3c2N1CCCS(=O)(=O)O	1	-1	-2	0	-3	1	84	108	96	-0.8	3
O=C(CCN1CCCCCC1)Nc1ccc2c(c1)OCCO2	-1	0	1	0	0	0	98	100	104	0.6	-8
COc1ccc(/C=C2\CCCC3C2=NN(C(=O)c2ccco2)C3c2ccc(OC)c(OC)c2)cc1OC (stereo not drawn)	1	-4	5	0	0	0	98	100	100	5.6	-4
C#CCNC(=O)C1=C[C@H](c2ccccc2)C[C@H](OCCCCO)O1	0	-5	2	0	-5	0	95	94	95	0.8	-4
CCC(Sc1nnnn1-c1ccccc1)C(=O)NC(C)c1ccccc1 (stereo not drawn)	3	-8	0	-4	-6	-1	97	94	100	2.6	-12
[O-][n+]1ccc(C2CC2)cc1	-5	-2	-2	-4	-3	-4	107	111	103	-2.1	-4
CCN(CC)S(=O)(=O)c1cccc(C(=O)N[C@H](C(=O)O)C(C)C)c1	0	-9	2	-2	-6	-3	103	96	106	0.9	-10
COc1ccc2cc(CCNC(=O)C3CC3)c(=O)[nH]c2c1	0	0	2	-3	0	-3	103	102	102	0.3	-3
Clc1ccc(CN2CCCCCCC2)cc1Cl	-1	-4	-1	-1	-5	0	103	102	99	-0.1	-12
Clc1ccc2nc(-c3ccccn3)c(Nc3ccc4c(c3)OCO4)n2c1	5	6	19	0	0	0	106	103	108	0.2	15
COC(=O)c1ccc(Oc2nc(NC(C)C)nc(N(C)C)n2)cc1	0	-12	19	0	-6	-2	79	78	93	1.1	-14
Cc1ccc(Nc2nc(-c3cccs3)cs2)nc1	0	-1	16	0	-8	-1	103	104	101	0.3	0
COc1cccc(-c2cc(C(=O)N3CCCc4ccccc43)no2)c1	-2	-9	1	-3	-11	-7	101	101	104	0.3	-14
COc1cc(/C=N/NC(=O)c2cc(C)n(-c3ccc(F)cc3)c2C)cc(OC)c1O	4	5	1	0	-3	1	98	103	99	-0.5	9
CC1CC(=O)N(CC(=O)Nc2ccc3c(c2)OCO3)c2ccccc2S1 (stereo not drawn)	0	-3	12	-2	-13	-4	98	99	100	1.2	-12
CCN1CCN(C(c2cc(OC)ccc2OC)c2nnnn2Cc2ccccc2)CC1 (stereo not drawn)	-1	-1	3	2	0	5	92	94	88	0.5	1
CC(N=C(NS(=O)(=O)c1ccc(Cl)cc1)c1ccccc1)C(=O)O (stereo not drawn)	-1	-12	3	-1	-8	-4	100	100	101	0.6	-10
(more compounds)
SMILES	Bcl-W Bim block	Bim-Bcl-2	ABCG2 inh	Mcl-1 Bim block	Bim-Bcl-B	Bim-Bcl-XL	RGS4-Gao reg	RGS7-Gao	RGS8-Gao	ABCB1 inh	Bim-Bfl-1
O=C(Oc1ccc(-c2nnco2)cc1)N1CCCCC1	0	-3	2	0	0	0	93	91	94	0.4	2
O=C(/C=C/c1ccco1)c1ccccc1O	0	-2	26	0	-9	-3	103	100	98	1.2	0
CCCSc1nnc(Cn2c(=O)sc3ccccc32)n1C	-11	-9	4	-5	-12	-10	105	103	108	1.0	-9
Cc1ccc(-c2nc(N)sc2CC(=O)OCC(=O)NCC2CCCO2)cc1 (stereo not drawn)	-5	0	1	-9	-6	-3	102	104	101	0.3	0
Oc1oc(-c2ccccc2)nc1C=Nc1ccccc1	2	2	4	0	1	2	98	96	103	0.0	0
Cc1[nH][nH]c(=O)c1N=Nc1ccccc1C#N	0	-2	18	0	-2	-2	100	106	101	-0.9	-3

Not a hit list (roughly 0.94% active in at least one column).
